# Source: PubChem (National Center for Advancing Translational Sciences (NCATS))
# Nrf2 block: Nrf2 pathway inhibition; 360,000 tested, 2.1% active; Potency, µM (doses to about 46 µM), for the others: at the highest dose activity change, negative = inhibition, most hits filed as inhibitors; A549 ARE-Fluc reporter, luciferase luminescence, 18-24 h; note: % is set by controls: 0 for no effect and ±100 for the full control effect; nearly all actives have a fitted effect of over 60% in size
#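 Nrf2 function is reported as luminescence of an ARE-controlled luciferase in A549 cells. Compounds were tested at several concentrations, and a CellTiter-Fluor read on the same wells flagged cytotoxicity.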
# S2 tox: reduces viability in counter-screen for ATXN expression inhibitors; S2 cells (HEK-293 line with an ATXN2-luciferase reporter) viability, CellTiter-Fluor protease fluorescence, 24 h; 400,000 tested, 0.49% active; Potency, µM (highest dose often 56.7 µM), hits mostly cytotoxic; note: nearly all actives have a fitted effect of over 40% in size
# ATXN2 expr inh: reduces ATXN2 reporter expression in HEK-293 cells; AID 1745845; 360,000 tested, 0.72% active; Potency, µM (titrated, usually from 57 µM), for the others: at the top dose activity change, negative = inhibition, hits mostly inhibitors; HEK-293 ATXN2-luciferase reporter, luminescence, 24 h; note: % is set by controls: 0 for no effect and ±100 for the full control effect; nearly all actives have a fitted effect of over 55% in size
#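 ATXN2-luciferase reporter cells (luciferase flanked by upstream and downstream ATXN2 gene portions) were treated 24 h at 37 °C with compounds at up to 57 uM. SteadyGlo luminescence gave expression; GF-AFC fluorescence gave viability.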
# MCF10A rerep: DNA re-replication induction in MCF 10a cells; Potency, µM (top dose mostly 46.1 µM), for inactives: at the top dose activity, positive = re-replication, most hits filed as activators; MCF 10A DNA re-replication, Hoechst nuclear intensity, 48 h; AID 624296; 350,000 tested, 2.9% active; note: % of control where 0% means no effect; nearly all actives have a fitted effect of over 50% in size
# TGFb inhibitor: blocks TGF-b signaling. HepG2 CAGA-GFP TGF-b/SMAD3 reporter, GFP fluorescence, 18 h; TGF-beta stimulated, 500 pg/mL final. AID 588855. 410,000 tested, 1.2% active. Potency, µM (doses to about 46.1 µM), for the others: at the highest dose activity, negative = inhibition, hits mostly inhibitors; note: % is set by controls: 0 for no effect and ±100 for the full control effect; nearly all actives have a fitted effect of over 65% in size
#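 Read-out: total well GFP (ex488/em500-530) summed from mean per-cell fluorescence. Cells: HEPG2 CAGA-GFP, 1% FBS DMEM, 18 h at 37 degrees C with 500 pg/mL final TGF-beta. Unstimulated wells served as the full-inhibition control; stimulated DMSO wells = 0%.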
# HepG2 tox: kills HepG2 cells in TGF-b inhibitor counter-screen | HepG2 CAGA-GFP viability, ATP luminescence, 18 h | Potency, µM (top dose mostly 46.1 µM), for inactives: at the top dose activity change, negative = cytotoxicity, usual class: cytotoxic | 410,000 tested, 0.76% active | AID 588856; note: some results filed as inactive show a strong effect at the top dose
#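 HepG2 CAGA-GFP cells (1000/well, DMEM with 1% FBS) received compound, then TGF-beta at 500 pg/mL final, and were incubated 18 hours at 37 degrees C. Viability was read by CellTiter-Glo luminescence. Media-only wells were set as complete cell-killing and DMSO as no toxicity.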
# EPAC2 antagonist: antagonists of human EPAC2. 360,000 tested, 0.18% active. Q8WZA2. Potency, µM (series often up to 114 µM), without a hit: top-dose activity, negative = inhibition, most hits filed as inhibitors. EPAC2 GEF exchange of Rap1B-BODIPY-GDP, fluorescence; note: % is set by controls: 0 for no effect and ±100 for the full control effect; nearly all actives have a fitted effect of over 45% in size; many of its hits are not listed in these tables
# Target sequence (Q8WZA2 whole entry, looked up): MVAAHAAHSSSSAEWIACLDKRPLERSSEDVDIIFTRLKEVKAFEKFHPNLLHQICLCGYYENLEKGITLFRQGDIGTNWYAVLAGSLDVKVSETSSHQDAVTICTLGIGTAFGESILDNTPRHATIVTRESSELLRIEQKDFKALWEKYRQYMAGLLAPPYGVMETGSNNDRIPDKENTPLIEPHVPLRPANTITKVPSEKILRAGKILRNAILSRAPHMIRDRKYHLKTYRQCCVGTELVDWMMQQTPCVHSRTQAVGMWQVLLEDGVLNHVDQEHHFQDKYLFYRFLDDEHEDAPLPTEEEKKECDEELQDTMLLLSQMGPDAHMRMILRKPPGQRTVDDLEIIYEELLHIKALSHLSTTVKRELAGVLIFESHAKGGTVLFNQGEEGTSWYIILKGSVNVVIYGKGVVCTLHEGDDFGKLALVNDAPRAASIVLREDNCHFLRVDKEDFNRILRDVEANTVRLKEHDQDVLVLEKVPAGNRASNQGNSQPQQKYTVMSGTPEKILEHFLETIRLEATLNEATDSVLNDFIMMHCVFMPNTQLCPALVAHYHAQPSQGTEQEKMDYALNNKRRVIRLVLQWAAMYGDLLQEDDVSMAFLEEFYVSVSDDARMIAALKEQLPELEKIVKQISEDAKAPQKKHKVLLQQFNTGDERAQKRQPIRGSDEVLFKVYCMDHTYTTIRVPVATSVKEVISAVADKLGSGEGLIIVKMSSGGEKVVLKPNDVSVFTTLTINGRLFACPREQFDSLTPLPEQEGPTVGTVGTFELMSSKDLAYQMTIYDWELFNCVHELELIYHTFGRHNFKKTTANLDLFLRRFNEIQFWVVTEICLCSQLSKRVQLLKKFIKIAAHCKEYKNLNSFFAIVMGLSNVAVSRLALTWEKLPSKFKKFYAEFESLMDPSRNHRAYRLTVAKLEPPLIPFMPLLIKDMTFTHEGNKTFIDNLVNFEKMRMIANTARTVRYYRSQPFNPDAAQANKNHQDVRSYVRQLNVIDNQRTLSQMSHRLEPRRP
# Nrf2 activator: activates Nrf2 signaling; 410,000 tested, 0.31% active; Potency, µM (top dose mostly 46.1 µM), for inactives: at the highest dose activation, most hits filed as activators; AREc32 ARE-luciferase reporter (MCF7-derived line), luminescence, 24 h; note: % of control where 0% means no effect; nearly all actives have a fitted effect of over 65% in size
#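 Reporter line AREc32 (ARE-Fluc), seeded overnight in OPTI-MEM with 5% FBS; compound pin-transferred, 24 hr at 37 deg C, 5% CO2; luminescent read-out.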
# A549 viability: kills or reduces viability of A549 cells in Nrf2 counter-screen; 390,000 tested, 0.16% active; A549 ARE-Fluc cells, CellTiter-Fluor viability, 18-24 h; Potency, µM (doses to about 46 µM), inactives show at the top dose activity change, negative = cytotoxicity, hits mostly inhibitors; AID 504648; note: % is set by controls: 0 for no effect and ±100 for the full control effect
#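 A549 ARE_Fluc cells in 5% FBS OPTI-MEM were exposed to compounds in concentration-response for 18-24 h at 37 deg C. Viability was read by CellTiter-Fluor fluorescence (Ex 405/Em 525) after 30 min, before the luciferase read.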
# The depositor's hits bear a star; i = inactive; ? = inconclusive; . = no result given; [ ] = remark or other dose. Calls come from the whole dose curve; as a rule, active = well fitted curve in the direction sought with a large enough effect; inconclusive = small, poorly fitted or top-dose-only effect, or another doubt; inactive = no such curve, though single readings can be large; an effect the other way counts as inactive or inconclusive. Potency is the fitted concentration of half-maximal effect. Not all compounds are listed, so the mix of outcomes need not match the whole.
SMILES,Nrf2 block,S2 tox,ATXN2 expr inh,MCF10A rerep,TGFb inhibitor,HepG2 tox,EPAC2 antagonist,Nrf2 activator,A549 viability
Cc1ccc(OCCCC(=O)NNC(=O)c2ccncc2)cc1,0%,i,6%,1%,-11%,-9%,14%,0.2%,4%
CCN(CC)CC(C(=O)N(CC)CC)P(=O)(c1ccccc1)c1ccccc1 (stereo not drawn),-10%,i,25%,1%,-2%,14%,5%,?,-1%
O=S(=O)(c1ccc(Br)cc1)n1ccc2ccccc21,?,i,-10%,?,-13%,-41%,5%,0.2%,?
O=C(NCCOc1ccc2ccccc2c1)c1cncc(Br)c1,8%,i,-27%,-1%,-24%,-36%,4%,0.2%,4%
NC(=O)c1c(NC(=O)Cn2cnc([N+](=O)[O-])n2)sc2c1CCCC2,1%,i,.,-1%,-10%,-7%,9%,0.1%,0%
CN(CC(=O)Nc1cccc(F)c1)C(=O)c1ccc(S(=O)(=O)N2CCCC2)cc1,-17%,i,-11%,0%,7%,2%,-14%,3.3%,-4%
CCn1c2ccccc2c2cc(/C=N/NC(=O)c3ccc(O)cc3)ccc21,?,i,?,?,?,10%,2%,11%,?
Oc1cccc(Nc2nc(-c3ccccc3Cl)nc3ccccc23)c1,16%,?,-27%,?,-20%,-8%,-9%,2.2%,-12%
CC1CCN(S(=O)(=O)N2CCCC(C(=O)NCc3ccccc3Cl)C2)CC1 (stereo not drawn),-7%,i,-16%,5%,-27%,-18%,6%,-0.7%,-8%
Cc1cc(C)c2oc(=O)cc(CN3CCCCC3)c2c1,5%,i,-5%,3%,50%[activator],1%,-4%,-0.2%,7%
CCOC(=O)C1=C(C)N(CCCC(=O)O)C(=O)NC1c1ccc([N+](=O)[O-])cc1 (stereo not drawn),4%,i,2%,-31%[inhibitor],-3%,-4%,24%,-0.7%,7%
O=C(CSc1nnc(CNC(=O)c2cccs2)o1)Nc1ccccc1C(F)(F)F,6%,i,7%,0%,0%,-1%,-1%,-0.8%,1%
CCOC(=O)c1c(C)oc2nc(C)nc(NCC3CCN(Cc4cccc(Cl)c4)CC3)c12,12%,i,-13%,.,-24%,-4%,.,-0.2%,0%
Nn1c(SCc2cc([N+](=O)[O-])cc3c2OCOC3)nnc1-c1cccnc1,?,?,-13%,1%,18%,3%,6%,0.0%,-6%
CCc1c(C(=O)N/N=C/c2cn[nH]c2-c2ccc(F)cc2)csc1C,4%,?,15%,-2%,7%,19%,-23%,-0.8%,-5%
Cc1ccc(N(CC(=O)Nc2ccc3c(c2)OCCO3)S(=O)(=O)c2c(C)n[nH]c2C)cc1,-2%,i,-1%,2%,14%,-15%,-3%,-0.2%,6%
CC(=O)c1cccc(NC(=O)CSCc2ccc(Br)cc2)c1,-7%,i,2%,-1%,-28%,7%,-9%,0.0%,0%
CC(OC(=O)C1CSC2(c3ccc(F)cc3)CCC(=O)N12)C(=O)NC(N)=O (stereo not drawn),?,i,-5%[11.3 µM],2%,3%,7%,4%,0.0%,4%
Cc1ccc(-c2csc(NC(=O)CCCc3cccs3)n2)cc1,6%,i,0%,?,0%,-5%,-6%,0.1%,-12%
Cc1nc2ncnn2c(C)c1Cc1ccc(Cl)cc1F,-9%,i,-1%,0%,2%,-1%,-7%,0.0%,-6%
CN(C)S(=O)(=O)N1CCC(Oc2ccc(C(=O)NC3CCCCC3)cc2)CC1,-1%,i,-17%,15%,?,-24%,1%,-0.3%,2%
CC(=O)C1=CCC(c2ccc(C)o2)N(S(=O)(=O)c2ccc(C)cc2)C1 (stereo not drawn),.,?,-12%,.,-23%,-7%,-20%,7.2%,.
Cc1ncc(CO)c2c1Oc1nc(-c3ccccc3)nc(SCC(=O)Nc3cccc(O)c3)c1C2,1.8µM*,?,.,16µM*,13µM*,-39%,-1%,-0.1%,?
CCOC(=O)c1cc(CC)sc1NC(=O)COC(=O)c1ccccn1,0%,i,-23%,?,1%,-12%,12%,2.7%,-12%
CN(Cc1ccon1)C(=O)CC1C(=O)NCCN1Cc1ccc(F)c(F)c1 (stereo not drawn),1%,i,3%,-8%,1%,41%,5%,0.1%,7%
Cc1cccc(NCCC(=O)c2ccc(Br)cc2)c1,?,i,27%,?,-18%,-5%,4%,?,2%
Brc1ccc(-c2ccc(CNCCSc3nnnn3-c3ccccc3)o2)cc1,20%,i,-23%,.,?,-49%,.,4.0%,-5%
CCOc1ccc(S(=O)(=O)N2CCCCC2)cc1NC(=O)CN1CCCC1c1cccs1 (stereo not drawn),8.2µM*,i,?,?,?,-27%,2%,-0.2%,-12%
COCCN(C(=O)Cc1ccc(S(=O)(=O)N2CCOCC2)s1)c1c(N)n(CC(C)C)c(=O)[nH]c1=O,0%,i,4%,5%,-22%,-7%,13%,-0.2%,0%
CC1(C)CC(=O)C2=C(C1)Nc1ccccc1NC2c1ccc2c(c1)OCO2 (stereo not drawn),15%,i,-3%,0%,8%,-2%,14%,0.1%,-9%
CN(CC(=O)N1CCCC1)S(=O)(=O)c1ccc2ccccc2c1,-11%,i,-5%,-9%,-5%,2%,14%,-0.5%[9.22 µM],5%
CCOc1ccccc1NC(=O)N1CCN(Cc2cc(=O)n3nc(-c4ccc(C)cc4)sc3n2)CC1,.,i,12%,.,?,1%,.,-0.5%,-14%
CCN(CC)CCCNC(=O)c1cc(-c2cccc(Cl)c2)on1,14%,i,-18%,4%,32%,-16%,-4%,-0.5%,3%
CCn1c(SCC(=O)Nc2sc3c(c2C(N)=O)CCC(C)C3)nnc1-c1ccco1 (stereo not drawn),-21%,i,-7%,-12%,-25%,-24%,?,6.6%,-10%
CCN1C(=O)N[C@@H](c2ccc(Br)cc2)C(C(=O)OC)=C1C,-8%,i,-7%,2%,?,-1%,?,-0.9%,0%
N#CCSc1nnc(SCC#N)s1,9%,i,54%[activator],-4%,-11%,12%,?,8.6%,0%
Nc1c(N)c2ccccc2oc1=O,15%,?,0%,-4%,-1%,-1%,5%,19%,-8%
COc1nonc1NC(=O)CSc1nc2ccccc2[nH]1,25%,?,28%,-5%,0%,6%,3%,2.1%,-6%
COc1cccc(CN2CCN(C(=O)c3cc(-c4cccnc4)nc4ccc(C)cc34)CC2)c1,-3%,i,-19%,3%,-12%,-24%,-25%,0.7%,-25%
O=C(Nc1ccc(Cc2ccncc2)cc1)C1CC1,9%,i,2%,?,16%,0%,1%,0.3%,1%
Cc1ccc(C(=O)Cn2c(=N)n(N)c3ccccc32)cc1,?,i,45%[activator],5%,-7%,-13%,8%,3.5%,-23%
CC(/C=C/c1ccccc1)=N/NC(=O)c1nc2nc(C)cc(C)n2n1,7%,?,.,28%,-2%,16%,11%,0.2%,0%
O=C1CCC(C(=O)Nc2cc(C(F)(F)F)ccc2-n2cncn2)=NN1,-1%,i,-2%,0%,0%,-8%,-2%,2.2%,6%
O=c1[nH]c(=S)[nH]c2c1C(c1ccc(Br)cc1)c1c([nH]c(=S)[nH]c1=O)O2,-21%,i,-3%,1%,-3%,-7%,1%,0.3%,-6%
CC1=C(C(=O)Nc2ccccc2F)C(c2ccsc2)C2=C(CC(c3ccccc3)CC2=O)N1 (stereo not drawn),.,i,-9%,?,2%,-14%,-1%,3.2%,-1%
CCOc1ccc(Nc2ccc(S(=O)(=O)N3CCN(C)CC3)cc2[N+](=O)[O-])cc1OCC,-13%,i,.,-3%,-2%,-9%,1%,0.1%,-3%
CC(=O)c1ccc(S(=O)(=O)N(CC(=O)NC2CC2)Cc2ccc(F)cc2)cc1,4%,i,5%,?,11%,1%,-10%,-0.2%,-3%
COc1ccc(-c2cc(C)nc3c(-c4ccc(OC)c(OC)c4)c(C)nn23)cc1,?,?,?,.,0%,-62%,.,-0.9%,-20%
COc1ccc(OCC(=O)Nc2ccc(O)c(-c3nc4ccccc4s3)c2)cc1,8%,i,6%,.,-21%,-9%,.,?,-1%
CCc1cc(CNC(=O)c2ccc(OC)c(OC3CCN(C(C)C)CC3)c2)on1,0%,i,2%,1%,-8%,3%,-1%,-0.5%,5%
Cc1ccc(S(=O)(=O)NCCCCCC(=O)Nc2nccs2)cc1,-26%,i,-16%,0%,-11%,-55%,0%,12%,0%
O=C(O)c1ccc(Cn2cc(/C=C\[N+](=O)[O-])c3ccccc32)o1,5%,.,.,-12%,7%,12%,?,0.7%,-12%
COc1cccc(-c2nc3n(n2)C(c2ccc4c(c2)OCO4)C(C(N)=O)=C(C)N3)c1 (stereo not drawn),3%,i,21%,9%,2%,-5%,-2%,21%,0%
CN1CC(=O)N(CC(=O)NCCc2ccc(F)cc2)c2ccccc2C1=O,8%,i,0%,-3%,-18%,0%,6%,-0.1%,3%
CC(C)=CCC/C(C)=C/COc1c2ccoc2cc2oc(=O)ccc12,-26%,.,.,.,-28%,-19%,.,.,12%

# Structural class: the entries above containing an aryl thioether with sulfur outside any ring
SMILES,Nrf2 block,S2 tox,ATXN2 expr inh,MCF10A rerep,TGFb inhibitor,HepG2 tox,EPAC2 antagonist,Nrf2 activator,A549 viability
O=C(CSc1nnc(CNC(=O)c2cccs2)o1)Nc1ccccc1C(F)(F)F,6%,i,7%,0%,0%,-1%,-1%,-0.8%,1%
Nn1c(SCc2cc([N+](=O)[O-])cc3c2OCOC3)nnc1-c1cccnc1,?,?,-13%,1%,18%,3%,6%,0.0%,-6%
Cc1ncc(CO)c2c1Oc1nc(-c3ccccc3)nc(SCC(=O)Nc3cccc(O)c3)c1C2,1.8µM*,?,.,16µM*,13µM*,-39%,-1%,-0.1%,?
Brc1ccc(-c2ccc(CNCCSc3nnnn3-c3ccccc3)o2)cc1,20%,i,-23%,.,?,-49%,.,4.0%,-5%
CCn1c(SCC(=O)Nc2sc3c(c2C(N)=O)CCC(C)C3)nnc1-c1ccco1 (stereo not drawn),-21%,i,-7%,-12%,-25%,-24%,?,6.6%,-10%
N#CCSc1nnc(SCC#N)s1,9%,i,54%[activator],-4%,-11%,12%,?,8.6%,0%
COc1nonc1NC(=O)CSc1nc2ccccc2[nH]1,25%,?,28%,-5%,0%,6%,3%,2.1%,-6%
